# From PubChem BioAssay
# Jurkat NFkB inh: lowers PMA/ionomycin-induced NF-kB signal in Jurkat cells; inhibition, % at 4 µM; 330,000 compounds, 0.53% hits; PMA/ionomycin-induced NF-kB luciferase reporter, luminescence; in the data active = inhibition above about 50%
# TIM10 inh: inhibits growth of TIM10 yeast strain; 330,000 compounds, 1.4% hits; S. cerevisiae TIM10 strain growth, BacTiter-Glo luminescence, 24 h; AID 463195; inhibition, % at 10 µM;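 active = inhibition of 40% or more at the single tested concentration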;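 also: wild-type TIM10 isogenic control strain grown at permissive 25 °C; 0% = DMSO yeast wells and 100% = minimal medium wells without yeast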
# CHOP UPR activ: apoptotic UPR (CHOP) activation; 330,000 compounds, 0.34% hits; CHO-CHOP luciferase reporter, luminescence; percent of tunicamycin response over DMSO baseline; activation, % at 10 µM;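 active = at 10 µM dose, activation of 40% or more, normalized to positive control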;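 also: 100% = tunicamycin at 10 µg/mL and 0% = DMSO alone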
#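 Test system: CHO-CHOP cells, stable luciferase reporter of PERK-eIF2a-CHOP signalling | Quantity: 500 CHO-CHOP cells per well | Buffer or medium: F12 plus 10% serum | Compound dosing: 10 µM single point, 0.5% DMSO | Schedule: 6 h compound treatment, 37 °C | Signal: Luciferase luminescence | Control set: Tunicamycin high control, DMSO low control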
# Mdm2 MdmX PPI: human Mdm2/MdmX binding inhibition. O15151+Q00987. SaOS-2 split-luciferase Mdm2/MdmX complementation, luminescence. inhibition, % at 8 µM. 330,000 compounds, 3% hits;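 active = inhibition of at least 50% at 8 µM in the primary screen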
# Target sequence (O15151 whole entry, looked up): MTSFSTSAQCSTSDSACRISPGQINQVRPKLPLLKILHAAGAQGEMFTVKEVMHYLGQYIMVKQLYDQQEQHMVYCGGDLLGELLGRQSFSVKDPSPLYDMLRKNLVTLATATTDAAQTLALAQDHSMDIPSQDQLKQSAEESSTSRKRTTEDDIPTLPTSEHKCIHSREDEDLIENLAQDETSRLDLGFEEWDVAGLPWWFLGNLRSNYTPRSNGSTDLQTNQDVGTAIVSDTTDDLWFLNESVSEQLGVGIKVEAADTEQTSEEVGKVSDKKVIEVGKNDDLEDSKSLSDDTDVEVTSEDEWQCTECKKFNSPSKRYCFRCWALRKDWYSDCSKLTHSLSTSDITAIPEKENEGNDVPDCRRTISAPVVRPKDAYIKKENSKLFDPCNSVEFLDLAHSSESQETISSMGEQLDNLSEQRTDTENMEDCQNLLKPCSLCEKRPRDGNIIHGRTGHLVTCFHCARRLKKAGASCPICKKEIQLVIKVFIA
# Target sequence (Q00987 whole entry, looked up): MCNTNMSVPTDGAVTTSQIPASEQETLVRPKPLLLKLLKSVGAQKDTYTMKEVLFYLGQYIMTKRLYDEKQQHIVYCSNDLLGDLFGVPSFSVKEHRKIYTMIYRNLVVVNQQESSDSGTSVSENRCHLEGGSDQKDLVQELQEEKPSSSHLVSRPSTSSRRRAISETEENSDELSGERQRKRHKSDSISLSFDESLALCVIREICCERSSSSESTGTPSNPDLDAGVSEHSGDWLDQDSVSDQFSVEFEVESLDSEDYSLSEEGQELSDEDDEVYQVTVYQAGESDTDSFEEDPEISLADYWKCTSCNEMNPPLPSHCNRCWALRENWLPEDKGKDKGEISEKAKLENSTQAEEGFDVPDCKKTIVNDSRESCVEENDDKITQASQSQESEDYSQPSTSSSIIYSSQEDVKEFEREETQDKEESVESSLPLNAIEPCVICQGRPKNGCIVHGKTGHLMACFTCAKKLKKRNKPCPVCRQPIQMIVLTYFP
# XBP1 UPR activ: adaptive UPR (XBP1) activation; 330,000 compounds, 0.33% hits; CHO-XBP1 luciferase reporter, IRE1-XBP1 UPR activation, luminescence; percent of tunicamycin response, DMSO as zero; activation, % at 20 µM;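 active = versus positive control, 20 µM dose yields 30% or more activation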;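 also: 100% = tunicamycin at 10 µg/mL and 0% = DMSO only wells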
#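 Material: CHO-XBP1 cells stably carrying IRE1-XBP1-driven luciferase reporter / Amount: 1000 cells per well / Compound: 20 µM, 1% DMSO / Times: 6 h treatment, 37 °C / Detection: luciferase luminescence / Measure: % activation of reporter signal versus tunicamycin and DMSO controls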
# tim23-1 inh: inhibits growth of tim23-1 mutant yeast | S. cerevisiae tim23-1 growth, BacTiter-Glo luminescence, 24 h | 330,000 compounds, 1.3% hits | inhibition, % at 20 µM;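 active = growth inhibition of the mutant yeast at or above 50%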;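 also: temperature-sensitive mutant grown at 25 °C; plate controls were DMSO-treated mutant yeast for no effect and medium wells lacking yeast for full effect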
# tim10-1 inh: tim10-1 yeast growth inhibition; S. cerevisiae tim10-1 ts strain growth, BacTiter-Glo, 24 h; inhibition, % at 20 µM; 330,000 compounds, 2.2% hits; AID 463190;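 active = inhibition of at least 40%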;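 also: mutant grown at 25 °C; 0% = DMSO wells with yeast and 100% = wells holding no yeast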
# 697 NFkB inh: lowers PMA/ionomycin-induced NF-kB signal in 697 B cells. 697 B-cell NF-kB luciferase reporter, 16 h. inhibition, % at 4 µM. 330,000 compounds, 0.33% hits. AID 435022; in the data active = inhibition above about 35%
# * = called active by the depositor. Not a hit list. About 6.6% of those tested had a hit in this group.
SMILES,Jurkat NFkB inh,TIM10 inh,CHOP UPR activ,Mdm2 MdmX PPI,XBP1 UPR activ,tim23-1 inh,tim10-1 inh,697 NFkB inh
O=C(Nc1nnc(-c2ccccc2SCc2ccccc2F)s1)Nc1ccccc1F,-10,-7,-1.5,79*,0,-15,-15,6
Cc1cc(C)c(NC(=S)NCCO)c(C)c1,-2,4,0.4,7,1,17,17,-43
NCC12CC3CC(C1)CC(CN)(C3)C2,-14,-15,-1.4,-8,5,-32,3,7
COc1cccc(C2C(C(=O)c3ccc(C)o3)=C(O)C(=O)N2CCN2CCOCC2)c1 (stereo not drawn),-16,4,3.2,-29,-1,0,16,-8
C=C(C)C(=O)NC1=NN(c2ccccc2)C(=O)C1,-1,-33,-0.2,-16,0,6,14,-12
CC(=O)Nc1ccc(SCC(=O)Nc2ccccc2-c2ccccc2)cc1,12,10,1.7,-29,-1,27,20,-33
O=C(COC(=O)C1CC(=O)N(c2ccc3c(c2)OCCO3)C1)NC1CCCc2ccccc21 (stereo not drawn),8,5,-8.9,12,-7,17,7,15
Fc1cc(F)c2nc(N3CCOCC3)sc2c1,-27,-8,2.5,-33,0,8,8,-11
Cc1ccc(S(=O)(=O)NCC(=O)NCCc2c[nH]c3ccccc23)cc1C,14,4,0.6,5,-5,15,11,2
C=CCN(CC=C)c1ccc(N2C(=O)C3CCCCC3C2=O)cc1[N+](=O)[O-] (stereo not drawn),5,-16,-0.4,-8,-4,9,-20,-2
O=C(c1ccc2c(c1)OCO2)N1CCN=C1SCc1ccccc1,1,2,1.1,1,-4,32,15,-1
COc1ccc(CCNC(=O)CCS(=O)(=O)c2ccc3nc(C)sc3c2)cc1OC,3,-8,5.9,-6,6,5,2,6
CCOc1ccccc1Nc1nnc(SCC(=O)Nc2cccc(S(=O)(=O)NC3=NCCCCC3)c2)s1,4,9,-0.4,25,-4,13,10,12
CCOc1ccc(OCC)c(NC(=O)CN2CCN(CC)CC2)c1,-29,2,-0.7,-4,-2,12,17,-40
CCN1CCN(CC(=O)Nc2ccc(Cl)c(S(=O)(=O)N(C)C)c2)CC1,3,-27,-0.7,13,-2,-7,-8,22
COc1ccc(OC)c(C(=O)Nc2ccc3[nH]ccc3c2)c1,-103,18,4.3,-61,4,22,11,-115
O=C(c1ccccc1)c1cnc(-c2ccccc2)s1,-137,-11,-1.0,-224,-5,0,-3,-170
CCOc1ccc(C(C)=O)cc1CSC(=N)N,-11,-9,-0.3,-1,-3,19,14,-16
COc1ccc(C(=O)Nc2ccc(S(=O)(=O)Nc3ncccn3)cc2)cc1OC,-9,-16,-0.5,23,-1,9,13,-1
CC(C)c1ccc(NC(=O)[C@@H](C)NC(=O)[C@@H]2Cc3ccccc3CN2)cc1,-8,7,-0.1,9,0,-1,4,-3
CCCCn1c(N)c(N(CCOC)C(=O)CCNC(=O)c2ccc(Cl)cc2)c(=O)[nH]c1=O,-7,5,-0.9,4,-2,-2,-4,16
CC(C)(C)NC(=O)C(c1ccsc1)N(CCc1ccccc1)C(=O)Cn1nnc2ccccc21 (stereo not drawn),4,0,2.6,32,10,13,10,9
CC1CCN(CCCNC(=O)CN2C(=O)CSc3ccc(S(=O)(=O)N4CCC(C)CC4)cc32)CC1,-23,3,1.5,15,-4,-6,-2,-28
CCOc1cc(N2CCOCC2)c(OCC)cc1NC(=O)CN1C(=O)NC2(CCCCC2C)C1=O (stereo not drawn),3,-3,-0.1,10,-1,8,-2,9
C=CCOC(=O)C1=C(C)OC(N)=C(C#N)C1c1ccc(F)cc1 (stereo not drawn),19,2,-2.8,23,-2,19,11,-4

# Filtered by structure: the entries above containing a Cl atom (2)
SMILES,Jurkat NFkB inh,TIM10 inh,CHOP UPR activ,Mdm2 MdmX PPI,XBP1 UPR activ,tim23-1 inh,tim10-1 inh,697 NFkB inh
CCN1CCN(CC(=O)Nc2ccc(Cl)c(S(=O)(=O)N(C)C)c2)CC1,3,-27,-0.7,13,-2,-7,-8,22
CCCCn1c(N)c(N(CCOC)C(=O)CCNC(=O)c2ccc(Cl)cc2)c(=O)[nH]c1=O,-7,5,-0.9,4,-2,-2,-4,16

# Sorted by number of heavy atoms (low to high): part of the list above.
SMILES,Jurkat NFkB inh,TIM10 inh,CHOP UPR activ,Mdm2 MdmX PPI,XBP1 UPR activ,tim23-1 inh,tim10-1 inh,697 NFkB inh
Fc1cc(F)c2nc(N3CCOCC3)sc2c1,-27,-8,2.5,-33,0,8,8,-11
CCOc1ccc(OCC)c(NC(=O)CN2CCN(CC)CC2)c1,-29,2,-0.7,-4,-2,12,17,-40
O=C(COC(=O)C1CC(=O)N(c2ccc3c(c2)OCCO3)C1)NC1CCCc2ccccc21 (stereo not drawn),8,5,-8.9,12,-7,17,7,15
CCOc1ccccc1Nc1nnc(SCC(=O)Nc2cccc(S(=O)(=O)NC3=NCCCCC3)c2)s1,4,9,-0.4,25,-4,13,10,12

# Entries above shown as hits in Mdm2 MdmX PPI:
Molecule	Jurkat NFkB inh	TIM10 inh	Mdm2 MdmX PPI	XBP1 UPR activ	697 NFkB inh
O=C(Nc1nnc(-c2ccccc2SCc2ccccc2F)s1)Nc1ccccc1F	-10	-7	79*	0	6

# Further records follow.
SMILES,Jurkat NFkB inh,TIM10 inh,CHOP UPR activ,Mdm2 MdmX PPI,XBP1 UPR activ,tim23-1 inh,tim10-1 inh,697 NFkB inh
O=C(CSc1nnc(NC(=O)c2ccco2)s1)Nc1ccccc1Cl,9,12,2.1,9,-1,7,-10,15
CC(=O)Nc1c(Br)cc(N2C(=O)CCC2=O)cc1Br,5,6,0.5,-2,1,-2,7,-6
O=C(CCc1nc2ccccc2c(=O)[nH]1)Nc1cc(Cl)ccc1N1CCCC1,-11,0,0.2,9,0,-12,-3,5
Cc1cccc(CSCc2ccc(C(=O)NCC3CCCO3)o2)c1 (stereo not drawn),-1,-54,1.4,8,-2,0,-12,8
CS(=O)(=O)N1CCCC(C(=O)NCCc2ccccc2)C1 (stereo not drawn),-20,0,-1.5,1,-1,15,-8,-14
CC(=O)Nc1nnc(SCC(=O)N2C(C)CCCC2C)s1 (stereo not drawn),-5,10,1.6,-3,-6,-4,-1,1
O=[N+]([O-])c1ccc(NCc2ccncc2)cc1,-3,-6,-1.2,-14,5,11,14,8
CCOc1ccc(N2C(=O)C3=C(C(c4ccc(Cl)cc4)=NCCN3)C2c2cccnc2)cc1 (stereo not drawn),-5,-14,-1.0,31,2,12,-3,-20
O=C1c2ccccc2S(=O)(=O)N1Cc1ccccc1[N+](=O)[O-],-6,-11,1.4,20,-4,-6,4,1
O=C(CN(c1ccccc1)S(=O)(=O)c1ccc(F)cc1)N1CCCCCC1,-1,17,0.4,8,-1,27,27,-11
CN(c1ccccc1)S(=O)(=O)c1cc(C(=O)c2nccn2C)ccc1Cl,-1,13,-1.7,10,-3,38,-7,-5
CC1(C)CC(=O)C(/C=N/c2ncccc2C(=O)O)=C(O)C1,8,-4,-1.9,2,0,11,3,17
COc1ccc(Cc2nc3ccc(C(=O)N(C)Cc4cc(C)[nH]n4)cc3o2)cc1OC,1,2,4.0,26,-2,9,22,-34
COc1ccccc1NS(=O)(=O)c1cc(NC(=O)CCc2nc3ccccc3c(=O)[nH]2)ccc1C,9,-10,1.4,16,0,-4,-19,20
O=C(Nc1ccc(N2CCOCC2)c(S(=O)(=O)Nc2cc(Cl)ccc2Cl)c1)c1cccnc1,-9,-3,-2.6,24,0,22,0,6
Cc1ccsc1C1C(C#N)=C(N)OC2=C1C(=O)CC(C)(C)C2 (stereo not drawn),9,-15,0.4,-7,-1,16,-3,2
Cn1c(=O)[nH]c(=O)c2c1nc(N1CCNCC1)n2Cc1ccccc1Cl,2,1,0.7,10,-5,-7,-4,9
CCn1c(SCC(=O)N/N=C/c2c[nH]c3ccccc23)nnc1-c1ccc(Cl)cc1,18,3,-0.4,20,0,9,4,6
CC(=O)c1ccc(-c2nnc(CCC(=O)N3CCCC(C(=O)CC(C)C)C3)o2)s1 (stereo not drawn),-69,1,4.7,-56,0,7,6,-137
Cc1ccc(C(=O)N/N=C/c2c[nH]c3ccccc23)o1,-12,-18,3.1,-10,2,-19,-19,-1
COc1ccc(NC(=O)c2cc(-c3cccs3)on2)c(OC)c1,-17,-7,1.5,-25,1,15,-2,-19
O=C(CN1C(=O)c2ccccc2C1=O)Nc1ccccc1F,11,-4,2.1,-4,-3,7,4,7
C=CCOc1cccc(C(=O)N2CCCC(CNS(=O)(=O)c3cccs3)C2)c1 (stereo not drawn),6,1,-3.3,-7,1,14,-1,-12
CCc1c(O)nc(SCC(=O)Nc2ccccc2C)[nH]c1=O,5,17,-0.7,5,-2,4,-4,7
COc1ccc(CCNC(=O)Cn2cnc3ccccc3c2=O)cc1OC,-3,-17,-2.2,13,-3,-4,-6,2

# Going on with the list.
SMILES,Jurkat NFkB inh,TIM10 inh,CHOP UPR activ,Mdm2 MdmX PPI,XBP1 UPR activ,tim23-1 inh,tim10-1 inh,697 NFkB inh
CCCC1CC(CSC(=N)N)OC1=O (stereo not drawn),3,-2,-1.0,5,0,-3,3,2
O=S(=O)(c1ccc(OC(F)(F)F)cc1)N1CCC(O)(c2cccc(C(F)(F)F)c2)CC1,-14,-13,-0.8,14,1,2,1,-2
Cc1cccc2sc(N(CCCN(C)C)C(=O)c3ccc4ncsc4c3)nc12,-1,6,1.7,28,0,9,14,-75
CCc1nn(CC(=O)NCCCN2CCN(C)CC2)c(=O)c2cc3sc(C)cc3n12,-7,-6,-1.6,13,-2,-5,-3,-14
N#CCCn1[nH]c(-c2ccccc2)cc1=O,10,5,-0.4,-8,-2,8,15,-9
O=C(CCNC(=O)c1ccccc1)NCc1ccccc1F,-2,16,6.5,7,-2,19,25,19
COc1ccc(S(=O)(=O)NCC(=O)N(CC(=O)NCc2ccco2)Cc2ccccc2)cc1,-7,1,-0.5,-5,0,-10,-8,1
CCc1noc(C)c1C(=O)Nc1nc(-c2ccc(OC)cc2OC)cs1,0,7,-1.0,29,-4,5,7,-7
COc1ccc(-c2ccc(CCC(=O)O)n2NC(=O)c2cccs2)cc1,-6,-4,-2.8,13,1,8,27,-7
O=C(COC(=O)c1nc(Cl)ccc1Cl)NNC(=O)c1ccccc1,3,0,-0.4,-4,1,15,6,-1
